hcGAS inh: human cGAS inhibition; recombinant h-cGAS, ATP depletion, Kinase-Glo luminescence; inhibition, % at 12.5 µM; 290,000 compounds, 0.081% hits; in the data active means inhibition above about 40%;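 further: 0% = vehicle reaction and 100% = reaction without DNA for no activity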
Target sequence (Q8N884 whole entry, looked up): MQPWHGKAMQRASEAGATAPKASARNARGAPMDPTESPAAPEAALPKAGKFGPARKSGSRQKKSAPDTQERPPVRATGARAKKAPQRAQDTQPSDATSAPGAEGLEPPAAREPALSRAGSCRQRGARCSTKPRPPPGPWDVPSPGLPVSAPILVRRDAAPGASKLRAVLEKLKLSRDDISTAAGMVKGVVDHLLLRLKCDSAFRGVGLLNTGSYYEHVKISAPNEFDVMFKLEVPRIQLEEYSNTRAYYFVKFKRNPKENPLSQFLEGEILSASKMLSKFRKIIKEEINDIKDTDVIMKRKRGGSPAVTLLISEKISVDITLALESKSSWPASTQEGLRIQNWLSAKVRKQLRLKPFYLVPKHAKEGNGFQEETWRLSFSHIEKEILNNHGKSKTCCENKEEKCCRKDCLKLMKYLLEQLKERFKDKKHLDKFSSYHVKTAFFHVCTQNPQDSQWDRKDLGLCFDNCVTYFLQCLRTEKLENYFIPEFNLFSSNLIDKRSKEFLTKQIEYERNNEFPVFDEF
Numbers without * were called inactive. Only part of the results is shown; rates above refer to the full screens.

compound,hcGAS inh
CCOc1ccccc1CN1CCNC(=O)C1CC(=O)N(C)CCc1ccccn1 (stereo unspecified),-5.8
Cc1nn(C)cc1CN1CCc2ccc(NC(=O)C3CCCO3)cc2C1 (stereo unspecified),1.8
Cc1cccn2c(CNCCC3=CCCCC3)c(C(=O)N3CCOCC3)nc12,-3.2
C=CCOc1ccc2ccccc2c1CNCc1cccnc1,-7.2
CN(Cc1nc2c(s1)CCCC2)C(=O)NC1CCN2CCCCC12 (stereo unspecified),-5.9
Cc1c(C(C)NC(=O)c2cc(-c3cccn3C)n[nH]2)cnn1-c1ccccn1 (stereo unspecified),-5.6
Cc1c(C(=O)N2CCCCC2CCn2ccnc2)cnn1-c1ccccn1 (stereo unspecified),-1.1
Cc1c(CCO)sc[n+]1CC(=O)c1ccc(F)cc1,-3.3
CCc1nc(SCC(=O)N(C)Cc2nc3ccc(Cl)cc3[nH]2)n[nH]1,-0.3
C=CCNC(=S)Nn1c(-c2ccco2)nc2ccccc2c1=O,-4.3
Cc1cc(C(C)(C)C)cc(C)c1COC(=O)CNC(=O)c1cccs1,-1.8
CNC(=S)NN(C)c1cc(C)nc(C)n1,-0.5
O=C1NCC(=O)N2CCN(C(=O)NCc3ccco3)CC12 (stereo unspecified),-3.4
COc1cc(CNC(=O)c2ccc(C#CC(C)(C)O)o2)ccc1O,-3.1

Taken from above:
hcGAS inh result of COc1cc(CNC(=O)c2ccc(C#CC(C)(C)O)o2)ccc1O is entered as -3.1
hcGAS inh result of C=CCNC(=S)Nn1c(-c2ccco2)nc2ccccc2c1=O is entered as -4.3

Arranged by length of the SMILES (low to high): four of the compounds above.
compound,hcGAS inh
CNC(=S)NN(C)c1cc(C)nc(C)n1,-0.5
Cc1cc(C(C)(C)C)cc(C)c1COC(=O)CNC(=O)c1cccs1,-1.8
Cc1cccn2c(CNCCC3=CCCCC3)c(C(=O)N3CCOCC3)nc12,-3.2
Cc1c(C(C)NC(=O)c2cc(-c3cccn3C)n[nH]2)cnn1-c1ccccn1 (stereo unspecified),-5.6
